Screening results from PubChem.
PKA-R1A act: activates the PKA-R1A holoenzyme complex; 340,000 tested, 0.083% active; PKA-R1A dissociation, Cy5-IP20 fluorescence polarization; scaled: DMSO 0%, 113 µM cGMP 100%; activation, % at 11.4 µM;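 active means percent activation above the mean of all tested compounds plus 3 SD, cut at about 19% in these data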;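 further: higher means more PKAc released from R1A so a rise in polarization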
E coli growth: bacterial growth inhibition, counter-screen for AddAB inhibitors; E. coli V3065 growth, OD600 absorbance, 18 h; inhibition, % at 11.9 µM; 330,000 tested, 0.27% active;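 active means inhibition above the campaign's mean inhibition across all tested compounds plus 3 SD, cut at about 9.9% in these data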;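 further: uninfected addAB+ strain grown without phage in ampicillin broth; 0% = DMSO wells and 100% = ciprofloxacin 0.95 µg/ml wells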
AddAB inh: less growth of phage-infected E. coli with AddAB. E. coli expressing H. pylori AddAB, absorbance growth. inhibition, % at 11.9 µM. 330,000 tested, 0.29% active; in the data active means inhibition above about 12%;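 further: 0% = vehicle wells of infected cells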
Tat export inh: inhibitors of E. coli Tat protein transport | inhibition, % at 10 µM | E. coli MC4100 TorA-mCherry Tat export, fluorescence | 340,000 tested, 0.036% active | AID 488895;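 active means mean replicate inhibition at least 50% and at least half of replicates individually reaching 50%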;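 further: exported cargo escapes ClpAP degradation while cytoplasmic cargo is degraded and loses fluorescence; 0% = median of neutral control wells and 100% = median of NaSCN control wells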
MOR-DOR ag: agonists of human mu-delta opioid receptor heterodimerization; cells, OPRM1-OPRD1 heterodimerization, luminescence; P35372+P41143; activation, % at 9.3 µM; 340,000 tested, 0.3% active; in the data active means activation above about 18%;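 further: 0% = vehicle-treated cells and 100% = reference agonist; values of inactives mirror those of a sister screen read the other way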
HTR5A inv ag: HTR5A inverse agonism, opioid heterodimer counter-screen | P47898 | inhibition, % at 9.3 µM | HTR5A cell line, luminescence | 340,000 tested, 0.083% active; in the data active means inhibition mostly above about 23%, no sharp cut-off; inactive means mostly below about 18%;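 further: 0% = cells with DMSO and 100% = no-cell wells with DMSO; some compounds called inactive have numbers as strong as hits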
Target sequence (P47898 whole entry, looked up): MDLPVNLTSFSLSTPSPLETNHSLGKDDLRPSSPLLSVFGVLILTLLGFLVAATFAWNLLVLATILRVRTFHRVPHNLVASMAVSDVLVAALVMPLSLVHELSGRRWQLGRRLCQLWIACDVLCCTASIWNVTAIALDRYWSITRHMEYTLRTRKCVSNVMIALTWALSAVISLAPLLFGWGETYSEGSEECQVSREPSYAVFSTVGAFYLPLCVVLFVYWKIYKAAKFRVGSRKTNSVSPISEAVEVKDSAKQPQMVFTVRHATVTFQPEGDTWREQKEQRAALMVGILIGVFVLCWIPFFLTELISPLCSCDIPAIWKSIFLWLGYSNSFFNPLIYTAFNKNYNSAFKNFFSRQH
PfHsp90 yeast 2: inhibits growth of yeast expressing Plasmodium falciparum Hsp90; AID 504621; 310,000 tested, 0.32% active; S. cerevisiae expressing PfHsp90, BacTiter-Glo ATP, 48 h; yeast lacking PDR1 and PDR3 efflux regulators; inhibition, % at 9.4 µM;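 active means every replicate shows inhibition above about 80%, whatever the replicate mean, limit read from the data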;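 further: 0% = DMSO neutral controls and 100% = 20 µM radicicol positive controls; yeast relying on Plasmodium falciparum Hsp90 in place of its own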
PKA-R2B activ: PKA-R2B complex activation. PKA-R2B holoenzyme dissociation, Cy5-IP20 fluorescence polarization; R2B truncated from residue 108, S112A mutant; 0% DMSO only, 100% 113 µM cGMP. P22694+P31323. activation, % at 11.4 µM. 340,000 tested, 0.079% active. AID 504700;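 active means activation above a cutoff set at the mean over all compounds plus 3 SD, cut at about 18% in these data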;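 further: higher means more holoenzyme dissociation and a rise in polarization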
Target sequence (P31323 whole entry, looked up, other chains not shown, the tested form may be a part): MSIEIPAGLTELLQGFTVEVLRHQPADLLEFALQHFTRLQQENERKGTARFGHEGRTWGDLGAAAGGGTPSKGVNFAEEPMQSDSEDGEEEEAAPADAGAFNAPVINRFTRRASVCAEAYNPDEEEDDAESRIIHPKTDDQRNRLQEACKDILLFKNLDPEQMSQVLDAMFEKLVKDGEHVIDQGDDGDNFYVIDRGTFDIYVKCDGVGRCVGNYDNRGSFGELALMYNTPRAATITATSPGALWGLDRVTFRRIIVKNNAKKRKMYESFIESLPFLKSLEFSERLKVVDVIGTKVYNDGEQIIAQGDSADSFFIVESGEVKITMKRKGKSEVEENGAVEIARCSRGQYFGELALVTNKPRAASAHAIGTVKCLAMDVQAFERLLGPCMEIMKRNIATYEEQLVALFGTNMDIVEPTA
MOR-DOR inv ag: inverse agonist of human OPRM1-OPRD1 heterodimerization; AID 504357; 340,000 tested, 0.21% active; cell-based MOR-DOR heterodimer luminescence, inverse agonism; inhibition, % at 9.3 µM; in the data active means inhibition above about 22%, passing the limit was not always enough;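 further: 0% = cells with DMSO and 100% = wells without cells with DMSO; values of inactives mirror those of a sister screen read the other way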
Mot1-301 SUMO: blocks SUMOylation pathway, rescuing yeast Mot1-301 growth; 320,000 tested, 1% active; growth rescue, % at 18.8 µM; AID 2716; S. cerevisiae Mot1-301 growth rescue, ATP luminescence, 38.5C; percent above DMSO median, 100 means doubled;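 active means every valid replicate shows activation above 250% relative to neutral control wells; inactive means the rest, any valid replicate at or below 250%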;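 further: OY570 slx delta 5 strain wells were the positive control but not used for scaling; some compounds called inactive have numbers as strong as hits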
phage Ecoli inh: E. coli growth loss with phage present | growth absorbance | inhibition, % at 11.9 µM | 360,000 tested, 0.26% active | AID 651602; in the data active means inhibition above about 11%
* marks the source's active call; other numbers are inactive results; / = no result given.

SMILES	PKA-R1A act	E coli growth	AddAB inh	Tat export inh	MOR-DOR ag	HTR5A inv ag	PfHsp90 yeast 2	PKA-R2B activ	MOR-DOR inv ag	Mot1-301 SUMO	phage Ecoli inh
COc1ccc(Cl)cc1NC(=O)c1cnc2sccn2c1=O	3	-1.0	-0.5	1	-1.5	-1	12	2	9	-18	2.7
Cc1ccsc1/C=N/NC(=O)Cn1nc(C)c([N+](=O)[O-])c1C	-4	1.9	3.4	-2	-1.0	0	-7	13	5	-14	1.1
CC(=O)c1cccc(OC(=O)c2cc(S(=O)(=O)N3CCOCC3)ccc2N2CCCC2)c1	7	-2.6	-1.5	-1	-3.2	-10	-14	5	12	8	-3.4
O=C(/C=C/Nc1ccccc1OC(F)(F)F)C(F)(F)F	-3	2.5	2.0	6	-0.6	10	-3	0	2	113	2.6
O=C(NCCCNC(=O)c1ccc(F)cc1)c1ccc(F)cc1	-1	-0.9	3.1	-12	-1.5	-5	-6	1	7	5	0.6
CCOc1ccc(-c2cc(C(=O)NCCCn3ccnc3)c3cc(Br)ccc3n2)cc1	3	-1.1	1.8	1	3.8	2	/	-6	-21	26	5.0
COc1ccc([C@@H]2[C@@H]3C(=O)N(C(C)(C)C)C(=O)[C@@H]3[C@]3(CC(C)C)C(=O)N(c4ccc(C(F)(F)F)cc4)C(=O)N23)cc1	-3	-0.2	-0.3	-3	-1.6	8	-19	-4	9	4	2.6
COc1ccc(Br)cc1C1SCCN1S(C)(=O)=O (stereo not given)	8	1.4	2.2	2	-4.3	12	7	0	18	5	1.5
CCOn1c(=O)c(-c2cc3ccccc3o2)[n+]([O-])c2ccccc21	3	-1.2	-0.7	5	-0.7	-20	-17	-11	4	-17	/
CCOC(=O)C[C@H]1c2cc(F)ccc2S(=O)(=O)N1C(C)C	1	-1.0	2.5	-5	-2.6	10	/	11	14	-3	1.9
CC1CCN(C(=S)NCCc2ccccc2)CC1	-2	-1.0	-0.4	-5	-2.2	-4	-14	17	12	13	0.7
c1ccc(CN2CCN(c3nc(N4CCOCC4)c4ccccc4n3)CC2)cc1	1	-0.2	0.5	-14	-0.2	11	-21	-6	1	/	2.2
Cc1ccc2cc(CN(CCc3ccccc3)C(=S)NCCCN(C)C)c(=O)[nH]c2c1	6	/	/	10	0.7	-11	5	3	-3	10	3.7
Cc1nc(N2CCN(Cc3ccc4c(c3)OCO4)CC2)nc2c1C(=O)CC(c1ccco1)C2 (stereo not given)	-3	0.4	1.1	15	-1.5	-3	/	-4	8	3	1.4
CC(C)Sc1nc2c(c(=O)n1C)SC(C)C2 (stereo not given)	1	1.6	-2.6	1	-1.2	-28	-10	-6	7	0	1.9
CCN1C(=O)c2ccccc2S(=O)c2ccc(C(=O)N3CCCC3)cc21 (stereo not given)	-8	1.5	-1.7	2	-0.4	-9	6	-13	3	-5	3.9
Cc1ccc(C(=O)N2CCN(S(=O)(=O)c3ccc(C(C)C)cc3)CC2)s1	4	-1.3	-0.9	-1	-0.1	-33	/	1	0	62	3.2
CCOc1ccc(S(=O)(=O)N(C)C)cc1-c1nc2c(C(C)(C)C)nn(C)c2c(=O)[nH]1	-6	-0.9	3.7	1	-2.0	9	16	-6	11	60	-3.2
CCOC(=O)C(Cc1ccc(O)cc1)NC(=O)CNC(=O)C1CCCN1C(=O)OC(C)(C)C (stereo not given)	/	-2.4	-1.5	-4	/	/	4	/	/	9	3.3
Cc1sc2nc(CN3CCCC3)nc(Cl)c2c1C	-15	-3.6	-1.0	-3	-2.2	-4	17	-4	12	-12	1.5
O=C(Oc1cccnc1)c1ccc([N+](=O)[O-])cc1Cl	-4	2.0	0.2	-8	1.5	6	-15	-3	-11	124	4.2
COc1cc(/C=C2\SC(=O)NC2=O)ccc1Oc1ccc([N+](=O)[O-])cn1	2	-1.1	1.6	3	2.1	1	-13	-3	-11	-3	1.8
COc1cccc(C(=O)NC2CCCc3ccccc32)c1OC (stereo not given)	9	-3.0	3.0	-6	-0.8	-1	18	-4	4	128	3.0
O=C(O)c1ccc(Br)cn1	2	-1.6	-0.2	-1	0.5	17	2	1	-4	5	1.6
COc1ccccc1N1C(=O)C2CC(C)=C(C)CC2C1=O (stereo not given)	9	1.1	2.1	-1	-0.9	-31	23	14	5	155	0.7
COc1cc(OC)cc(C(=O)NC(=S)N(Cc2ccccc2)C(C)C)c1	-3	-1.8	-2.7	0	-1.8	9	-31	-4	9	-2	-1.7
O=C(COC(=O)Cc1ccc(S(=O)(=O)N2CCOCC2)s1)Nc1ccccc1	-4	-0.5	-0.8	3	2.3	1	-2	-7	-12	5	3.0
COCCCNC(=O)CCCn1c(=O)c2ccccc2n(CC(=O)Nc2c(C)cccc2C)c1=O	-5	-1.4	3.0	12	-3.5	-8	-4	-2	16	7	2.9
COc1cc(C)c(C(C)C)cc1S(=O)(=O)N1CCOCC1	6	1.3	0.2	-1	-1.4	-10	-8	-4	9	-7	1.7
CC(C)NC(=O)COC(=O)CNC(=O)c1cc(Cl)cc([N+](=O)[O-])c1	-17	-3.2	2.4	-4	0.9	10	-43	6	-7	3	1.6
COc1ccc(S(=O)(=O)Cc2ccc(C(=O)N3CCOCC3)o2)cc1	16	-0.1	1.2	1	-1.8	-23	2	-4	9	1	0.3
O=C(c1cc(COc2c(F)cccc2F)on1)N1CCN(C2CCCCC2)CC1	0	-1.2	4.2	19	0.2	12	-4	2	-1	/	0.9
Cn1cccc1CNC(=O)Nc1ccccc1	-3	-1.5	1.3	3	0.8	-30	/	-9	-4	-33	1.2
CCN(CC(=O)Nc1ccccc1OC)C(=O)C1CCC1	-1	-0.1	2.1	7	-0.7	-12	9	-1	4	151	1.2
Cn1c(-n2c(CCCN3C(=O)c4ccccc4C3=O)nc3ccccc3c2=O)nc2ccccc21	4	-1.9	2.2	10	-2.5	-6	-1	0	15	-9	1.1
COc1ccc(C(=O)c2c3ccc(C(F)(F)F)cc3[n+]([O-])n2CCCN)cc1	-2	0.7	2.3	-3	3.3	-29	-3	-12	-18	-6	-0.2

An excerpt from above, limited to Tat export inh and Mot1-301 SUMO.
compound	Tat export inh	Mot1-301 SUMO
O=C(c1cc(COc2c(F)cccc2F)on1)N1CCN(C2CCCCC2)CC1	19	/
COCCCNC(=O)CCCn1c(=O)c2ccccc2n(CC(=O)Nc2c(C)cccc2C)c1=O	12	7
Cn1c(-n2c(CCCN3C(=O)c4ccccc4C3=O)nc3ccccc3c2=O)nc2ccccc21	10	-9

(continued)
SMILES	PKA-R1A act	E coli growth	AddAB inh	Tat export inh	MOR-DOR ag	HTR5A inv ag	PfHsp90 yeast 2	PKA-R2B activ	MOR-DOR inv ag	Mot1-301 SUMO	phage Ecoli inh
CC(Sc1nnnn1C)C(=O)Nc1ccccc1 (stereo not given)	7	-0.9	-0.5	16	-0.7	-5	7	-14	4	-9	2.9
CC(=O)NC1(c2cccc(F)c2)CCN(CC(=O)NC2CCCCC2)CC1	3	-1.1	0.5	3	-1.5	-10	-11	-11	9	-27	2.2
COC(=O)CC1(c2ccccc2)C(=O)c2ccccc2C1=O	11	2.6	0.3	3	-0.4	4	-22	-2	2	-2	3.0
Cc1ccc(NS(=O)(=O)c2ccc(Cl)c(NC(=S)NC(=O)C3CCCCC3)c2)cc1Cl	-7	-0.9	3.9	5	2.4	32	-2	10	-12	112	1.2
CCOC(=O)[C@H]1[C@H]2COc3ccc(C)cc3[C@@H]2N2C(=O)CN(Cc3ccc(C)cc3)C(=O)[C@@]12C	-8	-1.7	-0.7	2	-1.0	-19	-9	3	6	-13	1.5
COc1ccccc1OCC(=O)NNC(=O)c1cccs1	-2	0.2	0.2	4	-0.8	-7	-2	-5	4	32	0.0
Cc1ccc(CN(C)C(=O)c2cccc(S(=O)(=O)N3CCCC3)c2)o1	-2	-1.2	0.0	0	-4.3	1	8	-6	22	1	3.9
Cc1cc(NC(=O)C2CC=CCC2C(=O)O)no1 (stereo not given)	2	-2.9	2.3	4	-0.3	-7	-9	3	1	-10	3.4
COc1ccc(-c2nc(C)sc2CC(=O)O)cc1	-4	-1.0	2.1	4	-2.2	-4	7	-4	9	-2	2.9
Cc1ccc(COC(=O)CN2C(=O)NC3(CCCC3)C2=O)cc1	-4	-0.2	0.4	-5	-2.3	6	/	6	9	-7	0.7
CCOc1ccccc1NC(=O)C1CCCN1C(=O)OCc1ccccc1 (stereo not given)	-11	-0.7	2.6	-7	3.0	22	25	-1	-14	16	2.3
O=C(NC(=S)Nc1ccc(-c2ccc(CO)o2)cc1)c1cccs1	/	-1.6	0.2	22	/	/	8	/	/	-15	/
CN(CC(=O)Nc1c(Cl)cccc1Cl)C(=O)c1n[nH]c2ccccc12	-6	2.3	-1.1	2	-1.7	6	/	0	9	-2	1.8
OCCOCCNc1ncnc2c1cnn2-c1ccc(Cl)cc1	-9	-0.5	2.9	5	-2.2	5	-13	2	10	-12	-3.8
CC12CCC(C(=O)NCc3ccc4c(c3)OCO4)(CC1=O)C2(C)C (stereo not given)	-7	0.3	3.1	-3	-3.4	18	9	-7	14	-10	0.6
Cc1[nH]c2ccccc2c1C(=O)CSC(=S)N(C)C1CCCCC1	-3	3.5	5.7	-3	-2.8	2	2	1	14	-6	2.0
C/C(=N\NC(=O)COc1ccc(C)cc1C(C)C)c1cc2ccccc2o1	-4	-1.5	-0.3	-2	4.6	-24	-2	5	-21	-2	5.7
COc1ccc(CN(C)C(=O)Cn2cnc3c(OCc4ccccc4)ncnc32)cc1OC	9	-1.2	3.9	1	/	/	-7	2	/	-13	2.0
Cc1cccc(C2c3[nH]c4ccccc4c3CCN2C(=O)c2cc3c([nH]c2=O)CCCC3)n1 (stereo not given)	-4	1.2	2.3	1	1.0	-4	-41	3	-5	-12	4.2

Arranged by value in PKA-R2B activ (ascending): some entries from above
Structure | PKA-R1A act | AddAB inh | Tat export inh | MOR-DOR ag | PfHsp90 yeast 2 | PKA-R2B activ | MOR-DOR inv ag | Mot1-301 SUMO | phage Ecoli inh
COCCCNC(=O)CCCn1c(=O)c2ccccc2n(CC(=O)Nc2c(C)cccc2C)c1=O | -5 | 3.0 | 12 | -3.5 | -4 | -2 | 16 | 7 | 2.9
CCN(CC(=O)Nc1ccccc1OC)C(=O)C1CCC1 | -1 | 2.1 | 7 | -0.7 | 9 | -1 | 4 | 151 | 1.2
COc1ccc(Cl)cc1NC(=O)c1cnc2sccn2c1=O | 3 | -0.5 | 1 | -1.5 | 12 | 2 | 9 | -18 | 2.7
Cc1ccc(COC(=O)CN2C(=O)NC3(CCCC3)C2=O)cc1 | -4 | 0.4 | -5 | -2.3 | / | 6 | 9 | -7 | 0.7

Hits appear at their usual frequency. About 2.2% of those tested had a hit in this group.
